Bioassay records: PubChem, National Center for Advancing Translational Sciences (NCATS)
FEN1 inh: human FEN1 inhibition; P39748; Potency, µM (series often up to 114 µM), without a hit: top-dose activity change, negative = inhibition, hits mostly inhibitors; Recombinant FEN1 flap cleavage, fluorescence, 15 min; 0.35% of 390,000 active; note: nearly all actives have a fitted effect of over 65% in size
Target sequence (P39748 whole entry, looked up): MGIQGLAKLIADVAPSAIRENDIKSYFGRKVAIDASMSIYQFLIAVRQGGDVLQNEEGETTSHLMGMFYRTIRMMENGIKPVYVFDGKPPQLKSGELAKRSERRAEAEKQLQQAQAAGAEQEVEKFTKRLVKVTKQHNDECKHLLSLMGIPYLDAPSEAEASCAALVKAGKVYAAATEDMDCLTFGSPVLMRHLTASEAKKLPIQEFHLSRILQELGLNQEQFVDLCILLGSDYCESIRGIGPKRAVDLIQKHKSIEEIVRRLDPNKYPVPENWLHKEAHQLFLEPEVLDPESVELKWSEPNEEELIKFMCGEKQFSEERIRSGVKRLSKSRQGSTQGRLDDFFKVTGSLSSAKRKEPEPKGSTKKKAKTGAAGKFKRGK
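With each library titrated from low to high concentration, compounds met 10 nM FEN1 for 15 min at room temperature before 50 nM substrate was added; readings at 0 and 15 min fed four-parameter Hill curve fits.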
N370S GC: inhibitors or activators of N370S glucocerebrosidase for Gaucher disease; Potency, µM (highest dose often 59.4 µM), for inactives: at the highest dose activity change, negative = inhibition, actives largely listed as inhibitors; P04062; 0.092% of 330,000 active; AID 2101; N370S GC spleen homogenate, 4MU-glucoside fluorescence;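 note: 0% = full enzyme activity and -100% = no enzyme basal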
TDP1 block: blocks human tyrosyl-DNA phosphodiesterase 1. Q9NUW8. recombinant TDP1, AlphaScreen DNA substrate cleavage. Potency, µM (doses to about 130 µM), inactives show at the highest dose activity change, negative = inhibition, most hits filed as inhibitors. 0.28% of 350,000 active. AID 485290; note: nearly all actives have a fitted effect of over 40% in size
Target sequence (Q9NUW8 whole entry, looked up): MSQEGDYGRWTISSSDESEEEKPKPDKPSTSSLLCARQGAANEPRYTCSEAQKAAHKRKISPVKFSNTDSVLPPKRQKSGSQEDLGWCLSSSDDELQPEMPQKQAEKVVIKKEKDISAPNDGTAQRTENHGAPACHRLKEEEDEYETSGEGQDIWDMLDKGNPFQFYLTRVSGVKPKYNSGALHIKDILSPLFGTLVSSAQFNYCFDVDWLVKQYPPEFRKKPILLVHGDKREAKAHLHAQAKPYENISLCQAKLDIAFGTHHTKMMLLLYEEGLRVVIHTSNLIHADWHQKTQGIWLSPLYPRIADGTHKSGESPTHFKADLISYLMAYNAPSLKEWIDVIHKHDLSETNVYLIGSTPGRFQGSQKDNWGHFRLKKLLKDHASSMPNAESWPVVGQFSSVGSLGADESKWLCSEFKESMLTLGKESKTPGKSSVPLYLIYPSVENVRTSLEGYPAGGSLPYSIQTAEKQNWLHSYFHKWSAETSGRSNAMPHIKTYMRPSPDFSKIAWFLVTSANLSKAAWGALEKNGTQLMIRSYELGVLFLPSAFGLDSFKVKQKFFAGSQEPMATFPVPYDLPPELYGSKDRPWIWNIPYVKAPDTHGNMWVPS
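AlphaScreen read-out: signal falls as enzyme removes the 3' tyrosine-FITC from a 5'-biotinylated DNA oligo (15 nM, 5 min, RT). Enzyme was E. coli-made recombinant Tdp1 at 1 nM, exposed to compound for 15 min beforehand; beads 10 ug/ml, 10 min.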
* marks the source's active call; other numbers are inactive results; ? = inconclusive; / = not tested or not shown; & = joins results of further samples; [ ] = another dose, or the depositor's remark. Calls come from the whole dose curve; as a rule, active = well fitted curve in the direction sought with a large enough effect; inconclusive = small, poorly fitted or top-dose-only effect, or another doubt; inactive = no such curve, though single readings can be large; an effect the other way counts as inactive or inconclusive. Unless noted, % is set by controls: 0 for no effect and ±100 for the full control effect; potency is the fitted concentration of half-maximal effect.

compound	FEN1 inh	N370S GC	TDP1 block
COc1cccc(C2c3c(-c4ccccc4)n[nH]c3C(=O)N2c2ccc(C(=O)O)cc2)c1 (stereo unspecified)	4.7%	15.1%	3.9%
C=CCc1cccc2cc(C(=O)Nc3ccc(CC(=O)O)cc3)c(=O)oc12	?	-15.4%	50.1µM*
CS(=O)(=O)c1ccc(Cl)c(NC(=O)COC(=O)c2ccc(-n3cnnn3)cc2)c1	-0.2%	-4.5%	-3.5%
CC(=O)Nc1nc2ccc(Br)cc2s1	-3.7%	-22.1%	2.5%
CCC1(C)NC(=O)N(/N=C/c2cc(OC)c(O)c(OC)c2)C1=O (stereo unspecified)	3.8%	-13.0%	0.0%
Cc1cccc(N(NC(=O)C(C)(C)O)C(=O)c2ccccc2)c1	-6.6%	-0.6%	1.0%
CCOc1cc(Br)c(/C=C2/C(=O)N(C)C(=S)N2CC(=O)OC)cc1OC	-0.3%	-25.0%	-2.4%
CC(OC(=O)C1=COCCO1)C(=O)c1ccc(C(C)(C)C)cc1 (stereo unspecified)	10.2%	6.0%	1.8%
O=C(COC(=O)c1cc2c(s1)CCCC2)NCc1ccccc1Cl	-2.9%	-9.2%	-5.7%
Cc1n[nH]c(=S)n1-c1cccc(Cl)c1	4.1%	2.3%	-2.7%

Carrying on.
compound	FEN1 inh	N370S GC	TDP1 block
COc1cc(OC)cc(C(=O)NC(C(=O)OCn2nnc3ccccc3c2=O)C(C)C)c1 (stereo unspecified)	-13.0%	/	1.0%
Cc1sc2nc(C(C)Nc3ccccc3N3CCOCC3)[nH]c(=O)c2c1C (stereo unspecified)	-21.4%	27.4%	4.0%
COc1ccc(S(=O)(=O)N(C)c2ccc(C(=O)NCC3CCCO3)cc2)cc1OC (stereo unspecified)	-8.8%	3.6%	4.4%
COCCn1c(C)cc(C(=O)CSc2cc(C)c3ccccc3n2)c1C	-10.6%	28.2%	4.1%
O=c1/c(=C/c2ccco2)sc2n1CN(c1cccc(Br)c1)CN=2	-3.2%	/	3.9%
Cc1ccc(-c2n[nH]c(=S)n2C)cc1Cl	1.7%	0.6%	-5.4%
Clc1ccc(-c2nnn3c2nc(N2CCCCC2)c2ccccc23)cc1	-5.7%	/	-1.3%
OCc1cccc(Cl)c1Cl	/	5.5%	8.9%
CCCCCc1c(C)nc(Nc2ccccc2)[nH]c1=O	-7.7%	28.0%	-7.9%
Cc1nc2ccccn2c1C(=O)N/N=C/c1ccccc1	15.1%	1.5%	/

Later entries.
compound	FEN1 inh	N370S GC	TDP1 block
O=C(O)c1ccccc1N1C(=O)C2C3c4ccccc4C(Br)(c4ccccc43)C2C1=O (stereo unspecified)	-2.7%	2.8%	0.0%
O=C1CCC(C(=O)Nc2ccccc2N2CCCC2)=NN1	-0.8%	-4.6%	/
CC(C)c1ccccc1NC(=O)c1ccco1	4.7%	8.3%[2.35 µM]	-3.0%
O=C(CSCc1ccco1)c1ccc(Cl)s1	/	4.2%	0.0%
O=C1C2C3C=CC(C2C(=O)N1CCCO)C1C2C(=O)N(CCCO)C(=O)C2C31 (stereo unspecified)	-4.5%	0.7%	3.3%
COCCn1c(C)cc(C2=NNC(=NC3CC3)SC2)c1C	4.8%	-15.2%	4.9%
O=[N+]([O-])c1ccc(N2CCN(CCO)CC2)c2ncccc12	-1.2%	3.2%	5.8%
CCOc1ccc(-c2nc(CSc3nnc(N)s3)cs2)cc1	4.6%	11.0%	-7.8%
Cc1ccc(NC(=O)/C(C#N)=C/c2cccs2)c(C)c1	-3.6%	0.8%	2.6%
CCOc1ccc(/C=N/NC(=O)Cc2ccccc2)cc1CN1CC2CC(C1)c1cccc(=O)n1C2 (stereo unspecified)	3.8%	/	3.4%

(cont.)
compound	FEN1 inh	N370S GC	TDP1 block
CCc1ccc(-c2nc(CN3CCCC(C(=O)NCCc4ccc(OC)c(OC)c4)C3)c(C)o2)cc1 (stereo unspecified)	-1.1%	?	8.6%
Cc1nc(SCc2cccc(C(=O)O)c2)nc2c1CCCC2	-6.7%	-15.3%	-7.6%
O=C(O)c1cc(-c2cccs2)[nH]n1	2.2%	3.4%	5.1%
Cc1nc(C(F)(F)F)nc(Nc2ccc(Br)cc2)c1C#N	-9.4%	5.9%	6.3%
Cc1ccc(S(=O)(=O)N2CCN(S(=O)(=O)N3CCCCC3)CC2)cc1C	17.0%	-1.8%	-0.3%
CCOc1ccc(NC(=O)CSc2cn[nH]n2)cc1	24.5%	-7.6%	?
COCCNC(=O)C(=O)c1c(-c2ccccc2)[nH]c2ccccc12	-3.4%	-5.1%	5.3%
COC(=O)c1ccc(C23CC4(C2)[C@H](CN(Cc2ccc(-c5ccccc5)cc2)[C@@H]4c2ccccc2)C3c2ccc(Cl)nc2)cc1 (stereo partly specified)	-7.9%	-4.6%&-8.2%	8.1%&4.7%
O=C(NCc1nc2ccccc2[nH]1)C1=C[C@@H](C2CCCCC2)C[C@@H](OCCCCO)O1	7.3%	-0.5%	/
CCCC(=O)NC(c1ccc(OC)cc1)c1ccc2cccnc2c1O (stereo unspecified)	-14.8%	?	9.7%

Further compounds.
compound	FEN1 inh	N370S GC	TDP1 block
COc1cccc(OC)c1OCCNC[C@@H]1COc2ccccc2O1	/	-1.8%	4.8%
Cc1ccc(NS(=O)(=O)c2cccc(C(=O)N3CCOCC3)c2)cc1	1.7%	1.4%	5.0%
COc1c(C)cccc1C(=O)Nc1ccc(Cl)c(-c2nc3cc(C)ccc3o2)c1	-4.3%	/	4.5%
COc1cccc(NC(=O)C2CCCN(S(C)(=O)=O)C2)c1 (stereo unspecified)	-3.6%	-16.7%	/
O=C1CC2c3ccccc3C1C1C(=O)N(CCc3ccccc3)C(=O)C21 (stereo unspecified)	15.0%	-6.9%	0.0%
CCOC(=O)NN1C(=O)c2ccccc2NC1c1cccc(O)c1 (stereo unspecified)	2.5%	2.7%	1.2%
Cc1ccc([N+](=O)[O-])cc1NC1CC(O)C(CO)O1 (stereo unspecified)	-1.9%	-1.7%	5.4%
CCCc1cc(=O)oc2cc(C)cc(OCC(=O)NCc3ccccn3)c12	-17.3%	3.6%	3.5%
CCN(c1cccc(C)c1)S(=O)(=O)c1cnc[nH]1	3.7%	-3.4%	2.3%
CCOC(=O)c1cn(CC)c2cc3c(cc2c1=O)OCO3	4.5%	-20.8%	-3.4%

New compounds follow:
compound	FEN1 inh	N370S GC	TDP1 block
CCOC(=O)c1c(NC(=O)CN2CCOCC2)sc2c1CC(C)(C)OC2	-7.6%	13.5%	9.0%
Cc1noc(Cn2c(=O)c3ccccc3n(CC(=O)Nc3cccc(Cl)c3C)c2=O)n1	-8.9%	/	5.6%
COc1ccc(CCN(C)CC(=O)Nc2cc(C)nc3ccccc23)cc1OC	5.5%	-8.5%	-2.4%
COc1cccc(N2CCN(C(=O)c3ccc4c(Cl)c5c(nc4c3)CCCC5)CC2)c1	2.1%	/	8.1%
CC1CCN(C(=O)c2ccc(S(=O)(=O)N3CCCCCC3)cc2)CC1	-3.2%	/	0.0%
COc1ccc2oc(C(=O)OCC(=O)NC3CCCCC3)c(C)c2c1	-1.3%	-5.5%	-2.6%[0.505 µM]
Cc1cc(O)c(NC(=O)c2ccc(Br)o2)cc1C	-3.2%	4.2%	3.4%
Cc1ccnc(N(C(=O)c2cccs2)C(=O)c2cccs2)c1	-1.1%	-14.5%	-2.1%
Cc1ccc(O)c(C(=O)CC(=O)c2ccc(C(C)(C)C)cc2)c1	-3.3%	15.6%	/
COc1cc(/C=C/C(=O)OCC(=O)NC(=O)NC2CCCC2)ccc1OCC#N	1.4%	-0.9%	5.1%

(further entries)
compound	FEN1 inh	N370S GC	TDP1 block
CC(C)(Oc1ccc(-c2ccco2)cc1)C(=O)O	/	2.9%	-7.6%
O=C(NNC(=O)c1ccc(Cl)nc1)c1ccc(Br)cc1	-14.7%	/	-3.8%
CCOc1ccc(Cc2c(C)[nH]c3ccc(C(=O)O)cc3c2=S)cc1	-1.0%	0.7%	3.1%
COC(=O)c1ccc(C(=O)NC(=S)Nc2nc3c(s2)CCCC3)cc1	3.8%	4.5%	2.8%
CCC(=O)N(c1ccc(C(=O)O)cc1)c1nc(-c2ccc(OC)cc2)c(C)s1	-11.9%	-3.4%	1.2%
O=[N+]([O-])c1ccc(-c2c(-c3ccccc3)ncc3cc(F)ccc23)cc1	-21.0%	/	4.7%
CCN(CC)C(=O)c1ccc(COc2ccc(Cl)c(C)c2)o1	-1.8%	-3.9%	/
CCOC(=O)c1cc(-c2ccccc2)n(CCC(=O)NCCc2ccc(C)cc2)c1C	0.2%	/	5.7%
CCCCC(C(=O)O)C(C)CC(=O)Nc1nccs1 (stereo unspecified)	1.9%	4.8%	2.4%
Cn1c(/C(C#N)=C/c2ccncc2)nc2ccccc21	19.9%	3.6%	-1.2%

The results go on.
compound	FEN1 inh	N370S GC	TDP1 block
C[C@H]1Cc2c(-c3ccccc3)nc3c(c2CO1)CN(S(=O)(=O)c1ccc2c(c1)OCCN2C)CC3	/	5.5%[12.8 µM]	13.4%[12.3 µM]
Cc1ccccc1NC(=O)CSC(=O)c1ccccc1	-8.7%	/	0.7%
Clc1ccc(-c2csc(N3CCCCCC3)n2)cc1	-2.6%	3.9%	0.8%
FC(F)C(F)(F)Oc1cccc(-c2n[nH]c(=S)n2Cc2ccccc2)c1	-15.2%	-5.4%	-0.1%
CC(Sc1nnc2ccccn12)C(N)=O (stereo unspecified)	-3.0%	-14.6%	2.7%
C=C1C[C@H]2[C@@H]3C=C(C)C4=CC(=O)CC[C@]4(C)[C@H]3CC[C@]2(C)[C@@]1(OC(C)=O)C(C)=O	10.0%	-2.4%&-1.5%	25.9%
Cc1cccc(NS(=O)(=O)c2ccc(C)c(C(=O)NCCCN3CCOCC3)c2)c1	-2.1%	-14.4%	-4.1%
Cn1cccc1C(C#N)c1ccccc1C#N (stereo unspecified)	13.0%	-3.4%	0.0%
O=c1cc(CN2CCOCC2)c2c(ccc3ccccc32)o1	0.6%	7.3%	2.9%
O=C(Nc1ncc(Cc2ccccc2)s1)C1=NCCN1	2.2%	-9.7%	5.5%
O=C(NCC1CCCO1)c1ccc2c(c1)C(=O)N(C1CCCCC1)C2=O (stereo unspecified)	-11.1%	5.9%	6.3%
COc1ccc(S(=O)(=O)Nc2ccc(S(=O)(=O)N3CCCC3)cc2)cc1	-2.4%	-1.7%	2.3%

16 of these compounds, reformatted.
Results follow in this order: FEN1 inh, N370S GC, TDP1 block
COC(=O)c1ccc(C(=O)NC(=S)Nc2nc3c(s2)CCCC3)cc1
    3.8%, 4.5%, 2.8%
CCC(=O)N(c1ccc(C(=O)O)cc1)c1nc(-c2ccc(OC)cc2)c(C)s1
    -11.9%, -3.4%, 1.2%
O=[N+]([O-])c1ccc(-c2c(-c3ccccc3)ncc3cc(F)ccc23)cc1
    -21.0%, /, 4.7%
CCN(CC)C(=O)c1ccc(COc2ccc(Cl)c(C)c2)o1
    -1.8%, -3.9%, /
CCOC(=O)c1cc(-c2ccccc2)n(CCC(=O)NCCc2ccc(C)cc2)c1C
    0.2%, /, 5.7%
CCCCC(C(=O)O)C(C)CC(=O)Nc1nccs1 (stereo unspecified)
    1.9%, 4.8%, 2.4%
Cn1c(/C(C#N)=C/c2ccncc2)nc2ccccc21
    19.9%, 3.6%, -1.2%
C[C@H]1Cc2c(-c3ccccc3)nc3c(c2CO1)CN(S(=O)(=O)c1ccc2c(c1)OCCN2C)CC3
    /, 5.5%[12.8 µM], 13.4%[12.3 µM]
Cc1ccccc1NC(=O)CSC(=O)c1ccccc1
    -8.7%, /, 0.7%
Clc1ccc(-c2csc(N3CCCCCC3)n2)cc1
    -2.6%, 3.9%, 0.8%
FC(F)C(F)(F)Oc1cccc(-c2n[nH]c(=S)n2Cc2ccccc2)c1
    -15.2%, -5.4%, -0.1%
CC(Sc1nnc2ccccn12)C(N)=O (stereo unspecified)
    -3.0%, -14.6%, 2.7%
C=C1C[C@H]2[C@@H]3C=C(C)C4=CC(=O)CC[C@]4(C)[C@H]3CC[C@]2(C)[C@@]1(OC(C)=O)C(C)=O
    10.0%, -2.4%&-1.5%, 25.9%
Cc1cccc(NS(=O)(=O)c2ccc(C)c(C(=O)NCCCN3CCOCC3)c2)c1
    -2.1%, -14.4%, -4.1%
Cn1cccc1C(C#N)c1ccccc1C#N (stereo unspecified)
    13.0%, -3.4%, 0.0%
O=c1cc(CN2CCOCC2)c2c(ccc3ccccc32)o1
    0.6%, 7.3%, 2.9%
